AT treatment – candidate therapy for ataxia-telangiectasia | Potency, µM (doses to about 57.5 µM), without a hit: top-dose activation, usual class: activators | AID 485349 | […] A-T fibroblasts, KAP-1 phosphorylation AlphaLISA; neocarzinostatin DNA damage 30 min before lysis | 320,000 compounds, 0.19% hits; further: potency means the concentration at half of the fitted maximal effect; % of control where 0% means no effect; nearly all actives have a fitted effect of over 45% in size
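ATM-like activity read as KAP-1 phosphorylation via AlphaLISA donor/acceptor antibody pairs after lysis and 6 hr at 25C. Cells were ATM-null patient fibroblasts ([…], hTERT), dosed 60 min, then exposed to the DSB inducer NCS for 30 min.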
KCNH2 3.1 inh – KCNH2 3.1 (human) potassium channel inhibition. U2OS KCNH2 3.1, thallium flux FluxOr; active compounds read low. activity change, % (tested at about 1.8 µM). 340,000 compounds, 0.95% hits;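 active means maximum activity change below -70%; inconclusive means maximum activity change from -70% to -50%; inactive means maximum activity change above -50%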;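 further: thallium influx rate constant from kinetic fluorescence after stimulation buffer; on the % scale 0 is the no-effect control and ±100 the full control effect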
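FluxOr-based Tl+ influx in U2OS cells transduced with KCNH2 3.1 virus; rate constants normalized to DMSO controls.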
a7 integrin act – activators of alpha7 integrin expression for muscular dystrophy. alpha7betagal myoblasts, beta-gal FDG fluorescence, 48 h. Potency, µM (top dose mostly 38.3 µM), without a hit: at the highest dose activation, most hits filed as activators. 350,000 compounds, 0.064% hits;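 further: potency means the concentration at half of the fitted maximal effect; 100% = response of the positive control SU9516; nearly all actives have a fitted effect of over 60% in size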
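Alpha7betagal+/- myoblasts (passage 13) were plated 16-24 hr, then exposed to compounds (1:260 dilution of DMSO stock) for 48 hours at 37C. After MPER lysis, β-galactosidase reporter activity was read as FDG fluorescence (ex 480/em 540) after 30 minutes.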
S-ASM inh – blocks human secretory acid sphingomyelinase; P17405; placental ASM, HMU-PC fluorogenic substrate, 60 min; Potency, µM (titrated, usually from 57.5 µM), for the others: at the highest dose activity change, negative = inhibition, hits mostly inhibitors; 340,000 compounds, 0.006% hits; AID 504937; further: potency means the concentration at half of the fitted maximal effect
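Human placenta-derived ASM preincubated with compound 10 min at room temperature, then reacted with 9 uM (final) fluorogenic HMU-PC substrate for 60 min at 37 C. Stop solution raises pH to 10; fluorescence read at Ex 386/Em 447 nm.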
MBNL1-CUG inh – MBNL1-poly(CUG) RNA binding inhibition; 280,000 compounds, 0.036% hits; Potency, µM (titrated, usually from 57.5 µM), inactives show at the top dose activity change, negative = inhibition, usual class: inhibitors; TR-FRET MBNL1-His/biotin-(CUG)12 binding, 665/545 ratio; AID 2675; active means well fitted inhibition curve with a large enough effect in the signal ratio, with a control signal flat, not every such curve was filed as active; inconclusive means small, poorly fitted or top-dose-only effect, or effect the other way, or a change in a side signal; inactive means no such curve, though single readings can be large or run the other way; the % refers to the signal ratio; further: potency means the concentration at half of the fitted maximal effect; on the % scale 0 is the no-effect control and ±100 the full control effect
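Compounds (final 92 nM to 58 uM) are added to His-tagged MBNL1 and biotin-(CUG)12, then terbium anti-His antibody and streptavidin-XL665 (5 nM final). After 60 min at room temperature, the 665/545 nm ratio is read.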
KCNH2 WT inh – blocks the wildtype human KCNH2 potassium channel. U2OS, BacMam KCNH2, thallium flux FluxOr; active compounds read low. activity change, % at 1.84 µM. 340,000 compounds, 0.37% hits. AID 720551;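 active means maximum activity change below -70%; inconclusive means maximum activity change between -70% and -50%; inactive means maximum activity change above -50%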; further: on the % scale 0 is the no-effect control and ±100 the full control effect
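U2OS cells transduced with wild-type KCNH2 virus are loaded with FluxOr dye for 45 min, and thallium flux is measured in kinetic reads before and after stimulation buffer. Rate constants are normalized to DMSO controls.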
MLL CXXC-DNA inh – MLL CXXC-DNA interaction inhibition; Q03164; MLL-CXXC / FITC-HOXA9 DNA fluorescence polarization; Potency, µM (doses to about 115 µM), for inactives: at the highest dose activity change, negative = inhibition, usual class: inhibitors; 290,000 compounds, 0.037% hits; active means well fitted inhibition curve with a large enough effect in the polarisation, with a control signal flat, not every such curve was filed as active; inconclusive means small, poorly fitted or top-dose-only effect, or effect the other way, or a change in a side signal; inactive means no such curve, though single readings can be large or run the other way; the % refers to the polarisation; further: potency means the concentration at half of the fitted maximal effect
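Purified MLL-CXXC (added from a 7 uM solution) was preincubated 5 min at ambient with pinned compounds in 50 mM Tris-HCl pH 7.5, 50 mM NaCl, 1 mM DTT, 0.05% BSA. Fluorescein-labeled HOX-A9 DNA (50 nM solution) followed, 30 min, then polarization read.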
FBPA coupling cs – inhibits coupling enzyme system, counter-screen for aldolase hits | activity change, negative = inhibition, % at 58.2 µM, hits read low | coupling enzyme system counterscreen, AmpLite Red fluorescence | 290,000 compounds, 0.67% hits; in the data active means activity change below about -30%; further: on the % scale 0 is the no-effect control and ±100 the full control effect
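Coupling enzymes only (glyceraldehyde-3-phosphate) + compound, at 57.5 uM final, 10 min RT; add substrate/coupling/AmpLite Red mix, 20 min RT; fluorescence ex 525/em 598 nm. Actives flag coupling-system interference.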
TRPV1 agonist – activates the human vanilloid receptor TRPV1; 320,000 compounds, 0.19% hits; TRPV1-expressing cells, Fluo-8 calcium influx, agonist mode; activation, % at 8.33 µM; in the data active means activation above about 80%; inconclusive means between about 30% and that limit; further: 0% is about no effect
Target sequence (Q8NER1 whole entry, looked up): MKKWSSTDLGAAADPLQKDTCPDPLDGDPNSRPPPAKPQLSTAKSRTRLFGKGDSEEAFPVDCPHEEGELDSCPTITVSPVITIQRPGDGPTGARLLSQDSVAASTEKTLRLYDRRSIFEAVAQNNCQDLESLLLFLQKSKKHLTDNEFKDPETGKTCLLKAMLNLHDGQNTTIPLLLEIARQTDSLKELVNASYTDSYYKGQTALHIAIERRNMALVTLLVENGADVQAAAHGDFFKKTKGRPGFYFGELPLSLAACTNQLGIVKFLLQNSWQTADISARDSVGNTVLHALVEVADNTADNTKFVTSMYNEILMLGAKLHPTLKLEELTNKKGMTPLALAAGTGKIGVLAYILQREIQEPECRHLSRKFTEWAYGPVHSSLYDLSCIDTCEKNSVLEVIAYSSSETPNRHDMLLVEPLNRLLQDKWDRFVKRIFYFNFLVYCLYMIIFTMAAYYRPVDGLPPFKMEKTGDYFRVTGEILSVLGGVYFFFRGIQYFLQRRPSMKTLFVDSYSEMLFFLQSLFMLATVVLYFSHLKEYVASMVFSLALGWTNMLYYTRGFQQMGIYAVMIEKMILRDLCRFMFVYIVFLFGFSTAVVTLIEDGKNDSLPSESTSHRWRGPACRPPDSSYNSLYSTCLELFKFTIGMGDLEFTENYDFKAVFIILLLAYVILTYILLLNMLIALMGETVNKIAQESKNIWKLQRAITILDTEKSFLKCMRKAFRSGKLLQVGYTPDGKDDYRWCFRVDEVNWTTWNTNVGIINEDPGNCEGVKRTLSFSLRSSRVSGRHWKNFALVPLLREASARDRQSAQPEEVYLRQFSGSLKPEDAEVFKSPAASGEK
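TRPV1-expressing cells were cultured overnight at 35.5C and loaded with Fluo-8 calcium dye for 40 to 90 min at room temperature. After a 10 s baseline, compound was added and calcium influx was read kinetically for 3 min (ex 480/em 520 nm).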
GALK inh – blocks human galactokinase activity. P51570. Purified GALK, Kinase-Glo residual ATP luminescence. Potency, µM (top dose mostly 57.5 µM), without a hit: at the highest dose activity change, negative = inhibition, actives largely listed as inhibitors. 270,000 compounds, 0.007% hits. AID 1868; further: potency means the concentration at half of the fitted maximal effect; on the % scale 0 is the no-effect control and ±100 the full control effect
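Human GALK (5 nM) with 35 uM ATP and 100 uM galactose in 20 mM HEPES pH 8.0, 5 mM MgCl2, 60 mM NaCl, 1 mM DTT, 0.01% BSA. After 1 h at room temperature, leftover ATP was read by Kinase-Glo Plus luminescence.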
Active calls of the source: *; ? = inconclusive; . = not tested or not shown; [ ] = another dose, or the depositor's remark. Unless noted, the call rests on the fitted dose curve; in most records, active means well fitted curve in the direction sought with a large enough effect; inconclusive means small, poorly fitted or top-dose-only effect, or another doubt; inactive means no such curve, though single readings can be large; an effect the other way counts as inactive or inconclusive.

SMILES	AT treatment	KCNH2 3.1 inh	a7 integrin act	S-ASM inh	MBNL1-CUG inh	KCNH2 WT inh	MLL CXXC-DNA inh	FBPA coupling cs	TRPV1 agonist	GALK inh
COc1ccc(NC(=O)CN2CC(C)OC(C)C2)cc1Cl (stereo not given)	-2.4%	7.6	7.4%	-0.6%	-5.6%	-2.6	4.9%	-0.6	1.3	0.9%
O=c1oc2ccccc2c(NCc2ccc(Cl)cc2)c1[N+](=O)[O-]	-7.6%	-2.0	-6.4%	-10.0%	?	7.4	2.5%	-0.1	11.4	.
CC12CN3CC(C)(CN(C1)C3c1ccc(Cl)cc1Cl)C2=O (stereo not given)	4.4%	4.2	20.2%	-1.8%	-3.5%	16.1	0.3%	0.3	1.4	2.0%
CCOC(=O)Cn1c(=O)oc2cc(S(=O)(=O)N3CCCc4ccccc43)ccc21	3.7%	8.3	-3.6%	1.8%	1.4%	6.6	-6.6%	2.3	5.6	2.4%
CCN(CC)S(=O)(=O)c1ccc(N2CC(C(=O)NCCC3=CCCCC3)CC2=O)cc1 (stereo not given)	-0.1%	-11.0	0.0%	-2.4%	.	13.1	.	.	6.3	.
Cc1nc(C)c(/C(O)=C/c2nc3ccc([N+](=O)[O-])cc3oc2=O)o1	0.2%	.	.	.	?	.	1.7%	-18.6	2.1	1.3%
Cc1ccc2nsnc2c1NC(=O)c1cncc(Br)c1	4.0%	-0.4	23.5%	0.5%	31.6%[activator]	-10.4	-1.8%	-14.7	-1.8	-1.6%
Cc1cccc(NC(=O)C(C)Sc2nc3nc(C)cc(C)n3n2)c1 (stereo not given)	3.2%	1.6	-7.5%	-2.3%	.	3.8	.	.	.	.
CC(C)(C)NC(=O)C(c1ccncc1)N(C(=O)Cn1nnc(-c2ccc(F)cc2)n1)c1ccc(F)cc1 (stereo not given)	4.6%	13.5	21.0%	-1.0%	3.2%	31.4	1.3%	-1.1	-1.0	3.3%
CCc1ccc(N2CC(C(=O)NC3CCCCC3C)CC2=O)cc1 (stereo not given)	-3.3%	-8.3	?	-2.7%	-6.5%	-2.0	49.4%[activator]	3.4	3.3	0.5%
CNc1nc(N2CCc3ccccc32)ncc1F	-1.0%	-15.9	-4.6%	-0.1%	-3.0%	-11.0	11.0%	0.5	-1.9	3.2%
C=CCN1C(=O)CS/C1=N\S(=O)(=O)c1ccc(Cl)cc1	-5.3%	4.4	10.4%	0.8%	-10.2%	0.5	3.3%	0.4	0.1	0.5%
CS(=O)(=O)N(CC(=O)NC1CCCCC1)Cc1ccc(F)cc1	2.7%	22.7	20.7%	-7.4%	-1.3%	-0.2	-6.0%	2.9	0.5	-0.8%
CCn1cc(C(=O)NCc2ccncc2)c(=O)c2cc(F)c(N3CCN(C(=O)c4ccco4)CC3)cc21	4.5%	3.9	5.6%	5.7%	-15.2%	4.8	1.8%	3.5	-6.3	0.1%
COC1CCCN(Cc2cn(C)nc2-c2ccc(Oc3ccccc3)cc2)C1 (stereo not given)	4.3%	1.2	?	-0.4%	-6.2%	14.3	10.7%	1.0	3.9	-0.9%
Cc1c(CN2CCCC(C(=O)c3cccc(OC(C)C)c3)C2)c(=O)n(-c2ccccc2)n1C (stereo not given)	-1.5%	9.0	11.6%	1.0%	-3.2%	6.3	-2.8%	0.7	2.1	-1.6%
NC(=O)c1cccn(Cc2ccc(C(F)(F)F)cc2)c1=O	-2.2%	-2.3	-6.8%	5.4%	-0.3%	-7.0	-0.8%	-2.1	3.7	-0.6%
O=C(NCc1ccccc1)c1ccc2c(=O)n3c(nc2c1)CCCCC3	-0.7%	-10.3	25.7%	-0.1%	0.0%	-1.8	2.7%	2.5	0.4	-3.1%
COC(=O)c1ccc2[nH]c(CO)c(-c3ccccc3)c2c1	4.5%	1.3	-4.5%	-16.0%	8.8%	-10.9	17.4%	0.2	7.1	.
COc1ccc(C(=O)C2CCCN(Cc3ccc4nonc4c3)C2)c(C)c1 (stereo not given)	-5.3%	14.9	0.1%	-0.9%	18.6%	2.5	-4.9%	1.5	?	4.2%
COC(=O)c1[nH]c2ccc(Cl)cc2c1NC(=O)CN1CCc2cc(OC)c(OC)cc2C1	3.8%	6.0	-37.4%	-10.7%	3.4%	-3.5	?	0.9	1.6	-3.9%
O=C(Nc1ccccc1N1CCCCC1)c1ccc([N+](=O)[O-])o1	6.3%	-4.9	-54.7%[inhibitor]	-15.1%	.	-3.3	.	.	-1.7	.
CCn1c(SCC(=O)NC(C)(C)C)nnc1-c1ccccn1	0.8%	1.5	17.6%	1.4%	-5.8%	11.0	0.7%	-1.1	-1.4	2.1%
C=CCn1c(SCC(=O)N2CC(=O)Nc3ccccc32)nc2scc(-c3ccccc3)c2c1=O	-12.5%	14.8	-22.0%	-6.0%	26.3%	-13.6	16.3%	3.3	-2.6	-1.1%
CCc1ccc(NC(=O)CN(N=Nc2nonc2C)c2nonc2C)cc1	-1.0%	18.4	6.8%	4.7%	?	-22.0	?	-0.5	1.9	3.4%
CCCCn1c(=O)c(CCC(=O)OCC(=O)NC(C)c2ccccc2)nc2ccccc21 (stereo not given)	0.5%	31.0	-14.5%	7.2%	2.0%	-3.5	-0.3%	6.0	10.8	-0.5%
Nc1nc(=S)c2ncn(C3OC(CO)C(O)C3O)c2[nH]1 (stereo not given)	1.0%	-2.9	0.5%	?	1.4%	-19.5	12.6%	0.3	-1.8	3.5%
COc1ccc2c(c1)c(=O)oc1c(C)c(OCc3ccc(C(=O)O)cc3)ccc12	-5.7%	5.4	4.4%	272.2%[activator]	1.3%	-8.4	31.5%	0.6	0.3	.
NC(=O)COC(=O)c1cc(S(=O)(=O)N2CCN(c3ccccc3)CC2)ccc1Cl	15.1%	1.1	12.1%	0.6%	-3.1%	-1.2	-5.2%	2.2	0.2	-1.2%
COc1ccc(OC(C)C(=O)NC2CC(C)(C)NC(C)(C)C2)cc1 (stereo not given)	4.2%	9.9	-8.5%	-0.1%	-6.0%	-13.0	4.5%	0.5	-1.2	1.9%
COC(=O)c1ccc(CSc2nnc(NCc3ccccc3)s2)o1	3.0%	2.0	4.7%	0.6%	-29.6%	-2.1	0.7%	0.7	-1.5	9.6%
COC(=O)c1cc(C(=O)Nc2ccc(S(=O)(=O)NC(C)(C)C)cc2)cc([N+](=O)[O-])c1	-1.4%	-7.8	-5.5%	-10.3%	.	-2.1	27.9%	-7.4	2.4	1.9%
CC(=O)N1CCCc2cc(S(=O)(=O)N3CCCC(C(=O)NCc4ccc(C)cc4)C3)ccc21 (stereo not given)	4.9%	7.8	?	3.3%	-0.4%	-25.6	1.8%	0.8	-0.1	-2.9%
Cc1ccc(/C=N/NC(=O)c2c[nH]c3ccccc23)s1	-2.3%	18.0	9.6%	-2.1%	?	-7.5	6.9%	.	26.4	-0.4%
Cc1cccc(COc2ccc(/C=C3/C(=O)N(C)C(=S)N3C)cc2)c1	-9.0%	1.7	3.0%	-4.1%	-6.2%	-7.7	2.8%	2.8	0.0	3.8%
Cc1ccc2c(CSc3nnc4ccccn34)cc(=O)oc2c1C	9.5%	-3.3	7.6%	3.0%	25.4%	6.2	18.9%	1.9	0.6	2.2%
CCC1=NN2C(=N)/C(=C/c3ccc(OS(=O)(=O)c4ccccc4)cc3)C(=O)N=C2S1	-1.1%	-12.1	-22.0%	18.1%	1.4%	-4.9	-0.8%	7.6	1.4	0.9%
O=C(Cn1[nH]c(=O)c2ccccc2c1=O)NCCN1C(=O)S/C(=C\c2ccccc2)C1=O	-0.5%	-11.4	-5.5%	-21.1%	.	-14.6	.	.	.	.
CC(=O)c1ccc(C(=O)N2CCc3c([nH]c4ccccc34)C2c2cccc(C)n2)s1 (stereo not given)	1.3%	-40.6	4.4%	-7.3%	0.2%	-4.4	-1.2%	-2.5	2.1	-5.0%
Cc1ccccc1/C=N\NC(=O)c1csnn1	5.1%	-1.6	13.6%	-1.0%	12.6%	-3.2	-7.0%	-0.1	.	0.3%
CCN(CC(=O)NCc1cccs1)C(=O)c1ccc(NS(=O)(=O)c2ccc(F)cc2)cc1	7.6%	-2.4	-1.1%	-2.1%	.	-9.8	.	.	-2.0	.
COCCOC(=O)c1c(C)oc2ccc(OC(=O)c3ccc4c(c3)OCO4)cc12	6.5%	10.8	31.5%	-2.0%	0.2%	2.4	-0.7%	-5.8	12.2	0.8%
